MPTP block – mitochondrial permeability transition pore inhibitors, primary screen, biochemical, isolated mouse mitochondria, absorbance; Ca2+ swelling absorbance, 30 min; 360,000 compounds, 1.4% hits; inhibition, % at 10 µM;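 active means inhibition of 50% or more, scaled per plate between neutral and stimulator controls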;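 further: 0% = DMSO wells given calcium and 100% = 1 mM EGTA wells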
beta cell repl – inducers of MIN6 beta-cell proliferation, primary screen, ATP luminescence, uHTS | 330,000 compounds, 0.29% hits | proliferation, % at 10 µM | MIN6 cells proliferation, ATPlite luminescence, 48 h; cells starved in 0.2% serum; 100% = growth in 10% serum;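 active means compounds whose signal lies at least 3.5 SD above the mean of all wells on their plate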;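 further: 0% = DMSO-treated cells in low-serum medium and 100% = 10% serum control; some compounds called inactive have numbers as strong as hits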
APOBEC3A inh – APOBEC3A ssDNA deaminase inhibitors, primary screen, selectivity assay for APOBEC3G inhibitor project, biochemical, FAM/TAMRA oligo cleavage fluorescence; DNA dC->dU-editing enzyme APOBEC-3A (Homo sapiens), P31941; recombinant A3A, FAM/TAMRA ssDNA deamination fluorescence; inhibition, % at 20 µM; 330,000 compounds, 0.41% hits; AID 493011, 2011;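 active means at least 40% inhibition at 20 µM here, with at most 30% in a related deaminase screen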;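 further: plate controls were A3A with DMSO for no effect and wells lacking A3A enzyme for full effect; some results filed as inactive read as strong as hits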
Target sequence (P31941 whole entry, looked up): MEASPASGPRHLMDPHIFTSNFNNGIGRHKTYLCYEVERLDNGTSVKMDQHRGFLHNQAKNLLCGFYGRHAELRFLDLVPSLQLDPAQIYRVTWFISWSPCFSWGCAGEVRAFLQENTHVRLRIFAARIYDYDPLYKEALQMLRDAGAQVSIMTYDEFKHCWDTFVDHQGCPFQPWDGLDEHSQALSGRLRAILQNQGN
hIAP block – human IAP inhibitors, primary screen, biochemical, luminescence, uHTS | Intestinal-type alkaline phosphatase (Homo sapiens), P09923 | purified IAP, CDP-Star luminescence, 30 min | inhibition, % at 10 µM | 330,000 compounds, 0.12% hits | AID 2544, 2010;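 active means inhibition reaching a set limit with compound at 10 µM in the primary screen, cut at about 35% in these data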;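 further: plate controls were DMSO wells with enzyme for no effect and no-enzyme buffer wells for full effect; values of inactives mirror those of a sister screen read the other way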
APOBEC3G inh – APOBEC3G DNA deaminase inhibitors, primary screen, biochemical, fluorescence, single-stranded DNA substrate, uHTS. DNA dC->dU-editing enzyme APOBEC-3G (Homo sapiens), Q9HC16. recombinant A3G, ssDNA deamination FAM/TAMRA fluorescence. inhibition, % at 20 µM. 330,000 compounds, 0.28% hits;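 active means inhibition of at least 40% at 20 µM, with no more than 30% in the related APOBEC3A deaminase screen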;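 further: plate controls were DMSO wells with A3G for no effect and wells lacking A3G enzyme for full effect; some compounds called inactive have numbers as strong as hits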
mIAP inh – inhibitors of mouse IAP, primary screen, biochemical, luminescence, uHTS; purified mouse IAP, CDP-Star luminescence, 30 min; inhibition, % at 10 µM; 330,000 compounds, 0.2% hits; AID 2806, 2010;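 active means inhibition of at least 40% at 10 µM in the primary screen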;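 further: plate controls were DMSO with enzyme for no effect and no enzyme wells for full effect; values of inactives mirror those of a sister screen read the other way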
hIAP act – human IAP activators, primary screen, biochemical, luminescence, uHTS; 330,000 compounds, 0.16% hits; AID 2524, 2010; purified human IAP, CDP-Star luminescence, 30 min; active compounds read high; 1 = vehicle-only enzyme, 0 = enzyme-free background; activation factor at 10 µM;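 active means activation factor of the enzyme at least 2-fold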; further: the source names both 10 and 20 µM as test concentration; values of inactives mirror those of a sister screen read the other way
mIAP activ – activators of mouse IAP, primary screen, biochemical, luminescence, uHTS. intestinal alkaline phosphatase [Mus musculus]. muIAP, CDP-Star luminescence, 30 min; active compounds read high; 1 = vehicle-only enzyme signal, 0 = enzyme-free wells. activation factor at 10 µM. 330,000 compounds, 0.24% hits. AID 2805, 2010;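 active means activation factor of at least 2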; further: the source names both 10 and 20 µM as test concentration; values of inactives mirror those of a sister screen read the other way
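Assay system: mouse IAP enzyme / Compound: DMSO-dissolved test compounds / Timing: 30 min, room temperature / Measured by: luminescence from enzymatic CDP-Star hydrolysis / Control set: DMSO-only wells, enzyme-free buffer wells as negative control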
ATG4B inhibitor – ATG4B protease inhibitors, primary screen, biochemical, fluorescence, uHTS; inhibition, % at 8.33 µM; Cysteine protease ATG4B (Homo sapiens), Q9Y4P1; 340,000 compounds, 0.51% hits; ATG4B cleavage of LC3-PLA2, NBD-HPC fluorescence, 1 h; AID 504462, 2011; in the data active means inhibition above about 40%
Target sequence (Q9Y4P1 whole entry, looked up): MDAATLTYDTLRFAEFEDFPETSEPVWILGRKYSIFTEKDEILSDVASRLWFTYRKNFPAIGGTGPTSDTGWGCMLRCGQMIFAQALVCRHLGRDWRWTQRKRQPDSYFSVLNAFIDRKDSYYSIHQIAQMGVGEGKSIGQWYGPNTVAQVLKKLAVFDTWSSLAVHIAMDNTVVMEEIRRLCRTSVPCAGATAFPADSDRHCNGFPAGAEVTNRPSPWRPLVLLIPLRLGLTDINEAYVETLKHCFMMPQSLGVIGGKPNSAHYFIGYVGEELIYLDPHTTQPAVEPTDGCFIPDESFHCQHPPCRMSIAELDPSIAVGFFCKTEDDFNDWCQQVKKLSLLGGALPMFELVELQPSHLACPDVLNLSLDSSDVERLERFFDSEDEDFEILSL
The depositor's hits bear a star. Hits appear at their usual frequency (roughly 3.3% active in at least one column).

mol	MPTP block	beta cell repl	APOBEC3A inh	hIAP block	APOBEC3G inh	mIAP inh	hIAP act	mIAP activ	ATG4B inhibitor
CN(C)CCOc1ccc(-c2c(-c3ccsc3)sc3ccccc23)cc1	0.3	-6	-6	10	-10	-6	0.9	1.1	5
CCOC(=O)c1ccc(N2C(=O)c3n[nH]c(C)c3C2c2ccc(O)cc2)cc1 (centres undefined)	0.7	-1	-3	0	-4	6	1	0.94	-1
O=C(CSc1n[nH]c(=O)n1Cc1ccccc1)Nc1ccc(N2CCOCC2)cc1	0.8	-3	-3	-10	-7	1	1.1	0.99	-12
CCCOc1ccc(N2CC(C(=O)Nc3ccc(N4CCOCC4)cc3)CC2=O)cc1 (centres undefined)	0.6	0	2	-14	15	0	1.1	1	-3
Cc1cccc(C(=O)N/N=C/c2ccc3c(c2)OCO3)n1	-1.9	-1	3	-21	-3	-2	1.2	1	-13
O=C(c1cccs1)N1CCN(c2ncc(C(F)(F)F)cc2Cl)CC1	2.1	1	-1	-25	-11	-3	1.3	1	10
CC(=O)N1c2ccc(S(=O)(=O)NCC3CCC(C(=O)Nc4ccc(C)cn4)CC3)cc2CC1C (centres undefined)	-0.4	1	-6	13	-4	0	0.87	1	-4
Cc1ccc(NC(=O)CCC(=O)c2cccs2)c(Br)c1	-0.5	1	-3	-46	-10	1	1.5	0.99	3
Cc1nnc(-c2ccc(Cl)cc2)nc1NCCN(C)C	-0.8	-3	-3	-10	-6	0	1.1	1	-4
CCCNC(=O)CCc1c(C)nc2nc(C)nn2c1C	-0.5	-1	-4	1	-8	4	0.99	0.96	-11
COc1ccc(CCNC(=O)c2ccc(=O)[nH]c2)cc1OC	-0.7	2	4	-6	-2	-4	1.1	1	3
COc1ccc(NC(=O)C(=O)N/N=C(\C)CC(=O)Nc2ccccn2)c(OC)c1	-0.1	-3	1	-10	11	2	1.1	0.98	-3
COc1cc2nc(Cl)nc(N3CCOCC3)c2cc1OC	-0.1	1	2	7	3	-16	0.93	1.2	-6
CCN(CC)S(=O)(=O)c1cc(NC(=O)CCCOc2ccc(C(C)=O)cc2)ccc1C	6.8	0	-3	-5	-7	-3	1	1	-7
CC1(C)CC(N(Cc2cccs2)C(=O)c2ccco2)CCO1 (centres undefined)	-0.7	-3	-4	6	-7	-7	0.94	1.1	2
Cc1cc(NC(=O)c2ccc(COc3ccc(Cl)c(C)c3)o2)no1	0.1	-4	4	-20	-1	-1	1.2	1	3
O=C(CCCCCN1C(=O)c2cccc3cccc(c23)C1=O)NCc1cccnc1	2.6	-3	1	-6	-7	-4	1.1	1	-7
Cc1ccccc1-c1n[nH]c(=S)n1/N=C/C=C/c1ccco1	2.1	-4	90	-4	87	44*	1	0.56	6
Cn1cc(Br)c(NS(=O)(=O)c2ccc(Cl)s2)n1	2.8	-3	0	-20	40	3	1.2	0.97	-4
CC(=O)CSc1ncnc2nc[nH]c12	-0.4	-3	0	-4	-10	1	1	0.99	3
CC(OC(=O)/C=C/c1cccs1)C(=O)Nc1ccc(C(N)=O)cc1 (centres undefined)	-2.2	-1	-2	10	-5	2	0.91	0.98	8
COC(=O)c1scc(C)c1N/N=C(\C)c1ccc(F)cc1F	0.9	-4	2	1	0	6	0.99	0.94	-1
CCCCS(=O)CC(COCc1ccccc1)OC(=O)CSc1nc(C)cc(C)n1 (centres undefined)	2.0	2	-1	-7	-6	12	1.1	0.88	0
O=C(CNc1ccccc1F)Nc1cccc(S(=O)(=O)N2CCCCC2)c1	1.0	-4	-6	3	-10	-34	0.97	1.3	0
CCN(CC)C(=O)C1CCCN(Cc2ccc(OC)c(C)c2)C1 (centres undefined)	1.8	0	-4	11	-8	-4	0.89	1	-12
CCC1CCCCN1CCCNC(=O)C1CCC(=O)N1Cc1ccc(C)cc1 (centres undefined)	1.4	-1	2	-21	1	-14	1.2	1.1	-6
COc1cc(/C=N/Nc2cccc3cccnc23)cc(OC)c1O	3.9	-6	2	-5	2	9	1.1	0.91	-33
COc1ccc(CCNC(=O)c2ccco2)cc1	-0.5	-3	-8	2	-10	-2	0.98	1	0
CCOc1ccc(OCC)c(NC(=O)CN(C)S(=O)(=O)c2ccc3nc(C)sc3c2)c1	0.6	-1	-1	16	0	-2	0.84	1	-5
Cc1ccc2oc(=O)c3cnn(CC(=O)N(Cc4ccco4)C4CCCCC4)c3c2c1	-1.7	-5	-2	0	-3	-3	1	1	-1
O=C(c1ccccc1F)N1CCN(CC2CC3C=CC2C3)CC1 (centres undefined)	8.2	-2	-5	0	-5	-4	1	1	7
CCOC(=O)Cc1csc(SCC(=O)Nc2ccc(C)cc2F)n1	2.0	-1	-7	-11	-10	2	1.1	0.98	4
O=C(CCCn1c(=S)[nH]c2ccccc2c1=O)NCCSCc1ccccc1	-0.5	1	4	-1	6	15	1	0.85	0
CCOc1ccc(N(CC(=O)Nc2ccc(C)c(C)c2)S(C)(=O)=O)cc1	0.7	-4	46*	5	3	-4	0.95	1	-14
S=c1[nH]c2cc(Cl)c3cccnc3c2o1	0.4	-3	-1	-6	17	-7	1.1	1.1	-8
Cc1ccc(C)c(N(C(=O)Cn2nnc3ccccc32)C(C(=O)NCc2ccco2)c2ccncc2)c1 (centres undefined)	-1.1	-2	-4	1	-8	-6	0.99	1.1	-5
CC(=O)Nc1ccc(S(=O)(=O)NNC(=O)c2ccc(S(=O)(=O)N3CCCCC3)cc2)cc1	0.3	-2	-2	12	-5	-6	0.88	1.1	5
CCOc1ccc(NC(=S)N2CCN(S(=O)(=O)c3ccccc3)CC2)cc1	0.2	-3	-2	3	-1	-5	0.97	1	4
OCOCCCn1c(C2CCCN2c2nc(-c3ccc(F)cc3)cs2)nc2cc(Cl)c(N3CCCCC3)cc21 (centres undefined)	1.5	-8	-2	0	2	8	1	0.92	-8
O=C(c1cccc(S(=O)(=O)N2CCCCC2)c1)N1CCN(S(=O)(=O)c2ccc(F)cc2)CC1	-0.7	-1	-2	-27	-8	2	1.3	0.98	-4
COc1ccccc1NC(=O)C(=O)N(c1cccnc1)C(C(=O)NC(C)(C)C)c1ccccc1 (centres undefined)	-3.4	1	-4	-2	-17	0	1	1	1
CC(C)CNS(=O)(=O)c1ccc(CCC(=O)NCC2CCCO2)cc1 (centres undefined)	-2.6	-1	1	-10	1	-1	1.1	1	-9
CSc1nc(/C=C2\C=Nc3ccccc32)c(O)n1C	-1.3	-2	-2	5	-4	9	0.95	0.91	5
Cc1sc2nc(C)n(/N=C/c3ccc(O)cc3)c(=O)c2c1C	0.1	0	-3	11	-6	-1	0.89	1	4
CCOc1ccc(C(=O)NNC(=O)CCNC(=O)c2ccco2)cc1OC	-1.5	1	-1	8	-8	0	0.92	1	3
CCSc1nnc(NC(=O)C2CC(=O)N(Cc3ccccc3)C2)s1 (centres undefined)	-1.9	0	4	1	-12	-10	0.99	1.1	1
CCOC(=O)N1CCN(Cc2nnc(-c3cccc(Br)c3)o2)CC1	3.3	0	1	-4	-7	4	1	0.96	-7
CCOc1cc(-c2cn(S(=O)(=O)c3cccc4nsnc34)nc2N)cc(OCC)c1OCC	-1.3	0	-1	2	-6	11	0.98	0.89	16
Cc1occc1C(=O)N/N=C/c1cccnc1	-0.4	-1	25	15	-9	-7	0.85	1.1	2
CC(C)(C)OC(=O)C[C@@H]1C/C=C\C[C@@H](CC(=O)N(CCO)Cc2ccccc2)C(=O)N2CCC[C@@H]2COC1=O	-0.2	-2	1	10	-6	7	0.9	0.93	0

Grouped by structure, the entries above with fluorine.
mol	MPTP block	beta cell repl	APOBEC3A inh	hIAP block	APOBEC3G inh	mIAP inh	hIAP act	mIAP activ	ATG4B inhibitor
O=C(c1cccs1)N1CCN(c2ncc(C(F)(F)F)cc2Cl)CC1	2.1	1	-1	-25	-11	-3	1.3	1	10
COC(=O)c1scc(C)c1N/N=C(\C)c1ccc(F)cc1F	0.9	-4	2	1	0	6	0.99	0.94	-1
O=C(CNc1ccccc1F)Nc1cccc(S(=O)(=O)N2CCCCC2)c1	1.0	-4	-6	3	-10	-34	0.97	1.3	0
O=C(c1ccccc1F)N1CCN(CC2CC3C=CC2C3)CC1 (centres undefined)	8.2	-2	-5	0	-5	-4	1	1	7
CCOC(=O)Cc1csc(SCC(=O)Nc2ccc(C)cc2F)n1	2.0	-1	-7	-11	-10	2	1.1	0.98	4
OCOCCCn1c(C2CCCN2c2nc(-c3ccc(F)cc3)cs2)nc2cc(Cl)c(N3CCCCC3)cc21 (centres undefined)	1.5	-8	-2	0	2	8	1	0.92	-8
O=C(c1cccc(S(=O)(=O)N2CCCCC2)c1)N1CCN(S(=O)(=O)c2ccc(F)cc2)CC1	-0.7	-1	-2	-27	-8	2	1.3	0.98	-4

From PubChem
